Screening results as filed in PubChem.
Pin1 inhibitor: qHTS Assay to Find Inhibitors of Pin1 | Peptidyl-prolyl cis-trans isomerase NIMA-interacting 1 (Homo sapiens), Q13526 | Pin1 FP peptide displacement, HiFluor488, 10 min | Potency, µM (doses to about 115 µM), without a hit: top-dose activity, negative = inhibition, hits mostly inhibitors | 0.009% of 390,000 active; active = well fitted inhibition curve with a large enough effect in the polarisation, with a control signal flat, not every such curve was filed as active; inconclusive = small, poorly fitted or top-dose-only effect, or effect the other way, or a change in a side signal; inactive = no such curve, though single readings can be large or run the other way; the % refers to the polarisation; note: % is set by controls: 0 for no effect and ±100 for the full control effect
G9a block: qHTS Assay for Inhibitors of Histone Lysine Methyltransferase G9a; G9a H3K9 monomethylation, AlphaScreen, 2 h; Potency, µM (top dose mostly 102 µM), for inactives: at the top dose activity, negative = inhibition, hits mostly inhibitors; Histone-lysine N-methyltransferase EHMT2 (Homo sapiens), Q96KQ7; AID 504332, 2011; 8.8% of 350,000 active; note: % is set by controls: 0 for no effect and ±100 for the full control effect; nearly all actives have a fitted effect of over 75% in size
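Enzyme 20 nM + cpd, 15 min RT; add b-H3K9 pep 500 nM / SAM 20 uM; 2 h RT; anti-H3K9me1 Ab 0.5 ug/mL + SA donor / anti-rabbit acceptor beads 20 ug/mL each, 10 min; AlphaScreen read.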
GLS inhibitor: qHTS for Inhibitors of Glutaminase (GLS) | Potency, µM (top dose mostly 45.5 µM), inactives show top-dose activity change, negative = inhibition, most hits filed as inhibitors | Glutaminase kidney isoform, mitochondrial (Homo sapiens), O94925 | 0.21% of 410,000 active | GLS enzymatic activity, qHTS titration; note: % is set by controls: 0 for no effect and ±100 for the full control effect
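hKGA; 45 mM KH2PO4 pH 8.2 + 0.02% Tween-20; cpd via pin tool; 1 mM Gln soln; GluOx/HRP/Amplex Red; RT 30 min; fluor. t0 & final.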
JMJD2A Tudor: qHTS Assay for Inhibitors of JMJD2A-Tudor Domain; AlphaScreen JMJD2A-Tudor / H3K4me3 peptide binding; 4.4% of 390,000 active; Potency, µM (top dose mostly 114 µM), inactives show top-dose activity change, negative = inhibition, actives largely listed as inhibitors; note: % is set by controls: 0 for no effect and ±100 for the full control effect; nearly all actives have a fitted effect of over 50% in size
BLM helicase inh: qHTS Assay for Inhibitors of Bloom's syndrome helicase (BLM); AID 2528, 2010; RecQ-like DNA helicase BLM (Homo sapiens), P54132; 0.2% of 350,000 active; recombinant BLM DNA unwinding, fluorescence dequenching; Potency, µM (series often up to 56.1 µM), for inactives: at the highest dose activity change, negative = inhibition, hits mostly inhibitors;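 note: plate controls were vehicle for no effect and no enzyme for full effect; nearly all actives have a fitted effect of over 35% in size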
Target sequence (P54132 whole entry, looked up): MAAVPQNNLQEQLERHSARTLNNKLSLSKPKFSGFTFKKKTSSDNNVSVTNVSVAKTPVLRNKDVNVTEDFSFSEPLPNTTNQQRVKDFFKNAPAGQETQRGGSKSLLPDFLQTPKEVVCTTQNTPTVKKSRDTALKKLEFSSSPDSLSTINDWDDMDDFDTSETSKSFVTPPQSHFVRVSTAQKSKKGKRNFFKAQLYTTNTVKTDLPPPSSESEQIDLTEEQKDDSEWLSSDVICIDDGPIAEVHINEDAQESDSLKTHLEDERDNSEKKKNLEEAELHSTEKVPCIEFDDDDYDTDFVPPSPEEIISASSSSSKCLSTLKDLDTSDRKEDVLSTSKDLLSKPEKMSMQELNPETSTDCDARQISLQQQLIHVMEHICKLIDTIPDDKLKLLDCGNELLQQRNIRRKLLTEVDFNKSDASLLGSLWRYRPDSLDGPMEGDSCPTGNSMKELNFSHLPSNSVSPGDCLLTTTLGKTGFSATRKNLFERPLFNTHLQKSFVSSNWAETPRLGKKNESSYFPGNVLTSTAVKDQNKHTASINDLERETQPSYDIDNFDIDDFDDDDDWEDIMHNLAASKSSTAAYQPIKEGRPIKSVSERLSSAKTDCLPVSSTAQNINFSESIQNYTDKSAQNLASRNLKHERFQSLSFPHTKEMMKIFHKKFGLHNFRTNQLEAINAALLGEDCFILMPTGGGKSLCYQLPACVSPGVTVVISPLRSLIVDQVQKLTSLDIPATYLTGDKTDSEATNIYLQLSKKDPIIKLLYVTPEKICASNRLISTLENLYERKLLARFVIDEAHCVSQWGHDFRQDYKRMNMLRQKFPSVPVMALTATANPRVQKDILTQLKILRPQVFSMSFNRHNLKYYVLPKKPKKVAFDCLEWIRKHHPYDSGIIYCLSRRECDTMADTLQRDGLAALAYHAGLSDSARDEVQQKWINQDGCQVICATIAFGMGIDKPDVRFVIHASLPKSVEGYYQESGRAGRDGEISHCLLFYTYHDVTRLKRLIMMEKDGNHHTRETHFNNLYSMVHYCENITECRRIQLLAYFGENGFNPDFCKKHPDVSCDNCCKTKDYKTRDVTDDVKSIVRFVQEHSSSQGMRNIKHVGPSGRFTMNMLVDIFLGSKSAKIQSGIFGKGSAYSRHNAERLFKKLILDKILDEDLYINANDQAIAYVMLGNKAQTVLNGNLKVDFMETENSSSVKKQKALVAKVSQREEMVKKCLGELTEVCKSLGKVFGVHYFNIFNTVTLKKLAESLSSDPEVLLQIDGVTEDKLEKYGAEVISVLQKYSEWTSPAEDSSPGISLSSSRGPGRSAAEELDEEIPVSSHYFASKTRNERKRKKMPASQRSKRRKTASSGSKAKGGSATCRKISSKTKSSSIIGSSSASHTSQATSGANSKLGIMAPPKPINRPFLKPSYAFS
BAZ2B inh: qHTS Assay for Inhibitors of BAZ2B; Bromodomain adjacent to zinc finger domain protein 2B (Homo sapiens), Q9UIF8; AlphaScreen BAZ2B-H3K14Ac peptide displacement; Potency, µM (series often up to 114 µM), for inactives: top-dose activity change, negative = inhibition, usual class: inhibitors; 4.4% of 360,000 active; AID 504333, 2011; note: % is set by controls: 0 for no effect and ±100 for the full control effect; nearly all actives have a fitted effect of over 60% in size
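AlphaScreen displacement: compounds (up to 110uM) incubated 30 min at room temperature with a preformed 50 nM BAZ2B/50 nM biotinylated H3K14Ac peptide complex in PBS pH 7.4 with Tween-20. Donor and acceptor beads at 10 ug/mL final added, 20 min light-protected before reading.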
HP1b binding inh: HTS for Inhibitors of HP1-beta Chromodomain Interactions with Methylated Histone Tails; Chromobox protein homolog 1 (Homo sapiens), P83916; AlphaScreen HP1-beta / biotin-H3K9me3 peptide binding; Potency, µM (top dose mostly 114 µM), for inactives: top-dose activity change, negative = inhibition, usual class: inhibitors; 0.56% of 390,000 active; AID 540317, 2011; note: nearly all actives have a fitted effect of over 70% in size; inactives centre near 23
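Compound inhibition of the preformed complex between 50 nM HP1-beta and 50 nM biotinylated H3K9me3 peptide was read by AlphaScreen. Buffer was PBS pH 7.4 with 0.01% Tween-20. Incubations ran 30 min at room temperature, with 10 ug/mL donor/acceptor beads.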
Pol iota inh: qHTS for Inhibitors of Polymerase Iota. DNA polymerase iota (Homo sapiens), Q9UNA4. Pol iota fluorescent replication assay, 10 min. Potency, µM (doses to about 115 µM), without a hit: top-dose activity, negative = inhibition, most hits filed as inhibitors. 1% of 390,000 active. AID 588590, 2011
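Fluorescent replication assay read twice, at 0 min and 10 min after adding 50 nM (final) substrate. Enzyme (10 nM) and compounds were first incubated 15 min at room temperature; enzyme-free buffer wells were negative controls.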
PGK inhibitor: qHTS Assay to Find Inhibitors of Phosphoglycerate Kinase; PGK/GAPDH coupled, Kinase-Glo luminescence, 60 min; Potency, µM (highest dose often 57.5 µM), without a hit: top-dose activity change, negative = inhibition, actives largely listed as inhibitors; 0.043% of 380,000 active; note: % is set by controls: 0 for no effect and ±100 for the full control effect; nearly all actives have a fitted effect of over 60% in size
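Luminescent ATP detection (Kinase-Glo Plus) follows a 60-minute room-temperature incubation, with wells lacking PGK as controls. Buffer: 100 mM TEA (pH 7.6), 5 mM MgCl2, 0.01% Tween-20. Coupling enzyme GAPDH (100 nM final) supplies unstable 1,3-BPG in-well.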
* marks the source's active call; other numbers are inactive results; i = inactive; ? = inconclusive; · = no result given; & = joins results of further samples; [ ] = remark or other dose. Unless noted, calls come from the whole dose curve; as a rule, active = well fitted curve in the direction sought with a large enough effect; inconclusive = small, poorly fitted or top-dose-only effect, or another doubt; inactive = no such curve, though single readings can be large; an effect the other way counts as inactive or inconclusive. Potency is the fitted concentration of half-maximal effect. This is a subset; count on the stated rates, not on these rows.

item | BLM helicase inh | HP1b binding inh | G9a block | JMJD2A Tudor | Pol iota inh | Pin1 inhibitor | PGK inhibitor | GLS inhibitor | BAZ2B inh | canonical_smiles
1 | -8% | 0%[57 µM] | -25%[59 µM] | -30% | 50%[activator] | 33%[activator] | 9% | 6% | ? | O=C(NCC(c1ccc2c(c1)OCO2)N1CCN(c2ccccc2)CC1)C(=O)Nc1ccccc1F (stereo unspecified)
2 | 2%&-1% | 21% | -5%[12.7 µM] | -15% | 26% | ? | -2% | 10%&1% | -12% | COc1ccc(/C=N/NC(=O)c2ccncc2)c(C(=O)O)c1OC
3 | 0% | 28% | -1%[59 µM] | -1% | 20% | 0% | 8% | -15% | -6% | CC(C)CCNS(=O)(=O)c1ccc(N2CCCCS2(=O)=O)cc1
4 | -2% | 31%[activator] | -4%[59 µM] | -8% | 17% | 0% | i | -7% | · | O=C(O)C1CCCN1C(=O)c1cncc(Br)c1 (stereo unspecified)
5 | -10% | 30% | -5% | -13% | 138%[activator] | -2% | 3% | -5% | -23% | O=C(CN1CCN(c2ccc(C(F)(F)F)cn2)CC1)NCc1ccc2c(c1)OCO2
6 | -4% | 19% | -20%[59 µM] | -7% | 15% | -1% | i | -9% | -39% | COc1ccc(NC(=O)c2nn(C34CC5CC(CC(C5)C3)C4)cc2[N+](=O)[O-])cc1
7 | 1% | ? | 10µM* | 10µM* | -2% | 2% | -1% | -12% | ? | Fc1ccc(CN2CCN(c3ncccn3)CC2)cc1
8 | -2% | 13% | 3%[59 µM] | -7% | 29% | -3% | i[11.5 µM] | 2% | 1% | NC(=O)CSCc1c(Cl)cccc1Cl
9 | -1% | 26% | · | -6% | 40%[activator] | -2% | 3% | -8% | 4% | COc1cccc(CN2CC(C(=O)NCc3cccc(Cl)c3)CCC2=O)c1 (stereo unspecified)
10 | 1%&0% | 11%[57 µM] | 32%[activator] | -9%&-17% | 47%&24%[activator] | 1%&17% | -7% | -1%&10% | -4%&-8% | Cc1ccc(-n2nc3c(=O)n(CCCC(=O)NCc4ccc(F)cc4)nc(C)c3c2C)cc1
11 | -2% | 18% | ? | -10% | -7% | 6% | -10% | 7% | 5% | COC(=O)c1cn[nH]c1NC(=S)Nc1ccccc1C
12 | -1% | 48% | 2%[59 µM] | 2% | -3% | 0% | 5% | -16% | 2% | CCc1ccccc1-n1nnc(-c2nc(-c3ccccc3F)no2)c1C
13 | -14% | ? | ? | ? | 14% | 9% | -8% | 6% | -32% | CCOC(=O)C1=C(NC(=S)NC(=O)c2ccccc2)c2ccccc2CC1(C)CC (stereo unspecified)
14 | 2% | 23% | 43%[12.7 µM] | 15% | 7% | -6% | 3% | 14% | -3% | Cc1cccc(NC(=O)CN(C)S(=O)(=O)c2cnc[nH]2)c1
15 | -1% | 36% | · | -19% | -4% | 9% | 0% | -6% | -4% | CCn1cc(C(=O)NCC(OC)OC)c(=O)c2cc(S(=O)(=O)N(C)C3CCCCC3)ccc21
16 | -8% | 33% | 2% | -14% | 6% | -8% | -8% | -15% | -34% | O=C(CSc1nc2ncc(Br)cc2[nH]1)Nc1ccccc1-c1ccccc1
17 | 0% | -9% | -14% | -17% | -13% | -9% | -8% | -4% | -36% | Cc1cc2c(cc(C(=O)O)n2C)s1
18 | -6% | 35% | -11%[12.7 µM] | -1% | -11% | -5% | 0% | 27% | ? | Cc1ccccc1C(=O)N1CCN(c2ccc(NC(=S)NC(=O)c3ccco3)cc2)CC1
19 | 2% | 22% | 18% | -3% | 57%[activator] | 13% | 6% | 0% | 4% | CC(C)c1csc(CN2CCC(CO)(Cc3ccccc3)CC2)n1
20 | -1% | 46%[activator] | 5%[12.7 µM] | 17% | 21% | -1% | 11% | 4% | 16% | c1ccc(CCc2nc(-c3cccnc3)no2)cc1
21 | · | 37% | -39% | -29% | 32%[activator] | -8% | -5% | -7% | -6% | O=C(CN1C(=O)c2ccccc2C1=O)OCC(=O)c1ccccc1
22 | -5% | 42%[activator] | 20% | 3% | 8%[58.9 µM] | -2% | -8% | 1% | 5% | COc1ccc(C(=O)COc2ccccc2C#N)cc1
23 | -2% | 20% | -2% | -1% | 85%[activator] | 15% | 9% | 4% | -10% | Nc1nnc(SCC(=O)N2CCc3ccccc3C2)s1
24 | -14% | 6% | ? | -25% | -1% | 5% | -7% | 4% | -10% | Cc1ccc(C(=O)Nc2ccc3cn[nH]c3c2)cc1S(=O)(=O)N1CCCCC1
25 | -6% | 118%[activator] | 258%[activator][59 µM] | 29% | -2%[58.9 µM] | ? | -8% | 2% | 56%[activator] | COCCCn1c(N)c(-c2nc3ccccc3n2C)c2nc3ccccc3nc21
26 | -4% | 23% | -25%[59 µM] | -5% | 1% | 0% | -1% | -1% | -7% | O=C1NC(=O)C2C3c4ccccc4C(c4ccccc43)C12 (stereo unspecified)
27 | · | ? | 20%[2.33 µM] | 56µM* | ? | ? | ? | -11% | -4% | c1coc(CSSCc2ccco2)c1
28 | 1% | 14% | -5%[59 µM] | -3% | -5% | 0% | -5% | 3% | -2% | Cc1ccc(NC(=O)/C=C/c2ccccc2)c(Br)c1
29 | 2% | 30% | 22%[59 µM] | -4% | 82%[activator] | -10% | -3% | -6% | 12% | Cc1ccc(NC(=O)c2ccn(C)n2)c(Br)c1
30 | -1% | 31% | 20%[12.7 µM] | -19% | 32%[activator] | -3% | -2% | 10% | 14% | Cc1ccc(C(=O)C2C(c3cccs3)NC(=O)NC2(O)C(F)(F)F)cc1 (stereo unspecified)
31 | 1% | 29% | · | -22% | 39%[activator] | 0% | i | 2% | 14% | CCC1=NN(C(=O)COc2ccccc2)C(O)(c2ccc(Br)cc2)C1 (stereo unspecified)
32 | -5% | -4%[57 µM] | -17%[59 µM] | -25% | ? | 97%[activator] | i | 16% | ? | CC(O)CNc1ccc(-c2nn(C)c(=O)c3ccccc23)cc1[N+](=O)[O-] (stereo unspecified)
33 | 50%[activator] | -17% | ? | -31%[11.4 µM] | ? | ? | -15% | -16% | 8.9µM* | CCN1C(=O)/C(=C/C=C2\N(CC)c3cc(S(=O)(=O)N(C)C)ccc3N2c2ccccc2)SC1=S
34 | -2% | 19% | 36% | 5% | -8%[58.9 µM] | 5% | 0% | -2% | 10% | CCN(CC)S(=O)(=O)c1cccc(S(=O)(=O)c2cccc(S(=O)(=O)N(CC)CC)c2)c1
35 | 4% | 11% | -23% | -5% | 18% | -3% | 3% | -12% | -10% | O=C(c1coc(=O)c(Br)c1)N1CCC(C(O)(c2ccccc2)c2ccccc2)CC1
36 | -2% | 21% | -9% | -7% | 36%[activator] | 18% | -6% | 27% | 2% | CNc1c(NS(=O)(=O)c2ccc(CC(C)C)cc2)c(=O)oc2ccccc12
37 | · | 16% | -5%[0.501 µM] | -20% | 27% | 0% | -5% | 14% | -6% | O=C(NNC(=O)C1CC(=O)N(Cc2ccccc2)C1)c1ccc(F)cc1 (stereo unspecified)
38 | -3% | 20% | -14% | -29% | 17% | 7% | i | 3% | -6% | CC(Cl)C(=O)NNC(=O)CNS(=O)(=O)c1ccccc1 (stereo unspecified)
39 | 1% | 15% | -7%[59 µM] | -8% | -2% | 1% | -5% | 4% | 6% | CCN(CC)C(=O)c1ccccc1NC(=O)c1cccc(S(=O)(=O)N2CCC(C)CC2)c1
40 | -14% | 44%[activator] | 28%[12.7 µM] | -19% | -14% | ? | -8% | -2% | 7% | CC(C)C[C@H](NC(=O)c1nc[nH]c1C(=O)NCC(=O)OC(C)(C)C)C(=O)OC(C)(C)C
41 | 11% | 45%[activator] | -8% | -1% | 14% | -9% | -9% | -7% | ? | c1ccc(-c2nnc(N3CCOCC3)c3ccccc23)cc1
42 | -2% | 59%[activator] | -32% | 3% | 11% | -3% | -3% | 4% | 22% | CCCNC(=O)C(=O)N/N=C/c1ccc(OCc2ccccc2)cc1
43 | -4% | 29% | 9%[12.7 µM] | -4% | 14%[58.9 µM] | 7% | 13% | 5% | 34%[activator] | Cc1cc(=O)[nH]c(SCCCOc2ccccc2Cl)n1
44 | · | 26% | · | -30% | 7% | 21% | -4% | -3% | · | CC(C)[C@H](NC(=O)c1ccccc1Cl)C(=O)Nc1ccc(S(=O)(=O)Nc2nccs2)cc1
45 | -1% | 19% | -3% | -6% | 43%[activator] | -1% | 2% | -13% | -4% | O=C(CNC(=O)c1ccccc1)OCc1nnc(-c2ccc(Cl)cc2)o1
46 | 0% | ? | 8.9µM* | ? | 5% | 3% | -3% | -10% | ? | COc1ccc(CC(=O)Nc2ccc(N3CCCC3)c(C)c2)cc1
47 | · | 22% | · | -12% | 72%[activator] | -4% | i | -13% | · | COc1ccc(NC(=O)Cc2cccs2)cc1S(=O)(=O)N1CCCCC1
48 | -10% | 29% | 31%[59 µM] | -10% | 55%[activator] | 0% | 3% | 18% | 2% | O=C(Cn1cc(C(F)(F)F)cc(Cl)c1=O)NCCc1ccccc1
49 | -5% | 60%[activator] | · | 30% | 14% | 0% | -3% | 2% | 1% | CCN(C(=O)c1ccccc1F)c1nc(-c2ccc(OC)cc2)cs1

Single values from the list.
O=C(O)C1CCCN1C(=O)c1cncc(Br)c1 (stereo unspecified) in HP1b binding inh = 31%[activator]
Cc1cc2c(cc(C(=O)O)n2C)s1 in Pin1 inhibitor = -9%
O=C(CN1CCN(c2ccc(C(F)(F)F)cn2)CC1)NCc1ccc2c(c1)OCO2 in JMJD2A Tudor = -13%
